Compound activity from PubChem.
CHO parental Ca: ATP-evoked calcium signal inhibitors, parental CHO, primary screen, counter-screen for OX1R antagonist project, cell-based, fluorescence, Fluo-8 calcium dye; inhibition, % at 5.6 µM; parental CHO-K1, ATP-induced calcium, Fluo-8 fluorescence; 0.63% of 330,000 active;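 active means inhibition above that plate's mean sample inhibition plus 3 SD, cut at about 26% in these data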;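 further: 0% = ATP-challenged DMSO wells and 100% = DMSO wells without ATP; some compounds past the cut are filed as inactive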
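Assay system: parental CHO cells; Read-out basis: percent inhibition of ATP-evoked calcium rise, normalized to controls; Benchmarks: ATP and no-ATP DMSO wells; Compound dosing: single nominal dose of 5.6 µM per compound; Signal: Fluo-8 calcium dye fluorescence; Also added: ATP as calcium-mobilizing challenge; Repeats: singlicate.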
TAAR1 ag: human TAAR1 agonists, primary screen, Fluo-8 calcium fluorescence, CHO RD-HGA16 cells. AID 624467, 2012. activation, % at 3 µM. vehicle wells 0%, saturating PEA agonist 100%. 0.99% of 360,000 active. Trace amine-associated receptor 1 (Homo sapiens), Q96RJ0;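 active means activation above the mean activation of all test compounds in the run plus 3 SD, cut at about 38% in these data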
Target sequence (Q96RJ0 whole entry, looked up): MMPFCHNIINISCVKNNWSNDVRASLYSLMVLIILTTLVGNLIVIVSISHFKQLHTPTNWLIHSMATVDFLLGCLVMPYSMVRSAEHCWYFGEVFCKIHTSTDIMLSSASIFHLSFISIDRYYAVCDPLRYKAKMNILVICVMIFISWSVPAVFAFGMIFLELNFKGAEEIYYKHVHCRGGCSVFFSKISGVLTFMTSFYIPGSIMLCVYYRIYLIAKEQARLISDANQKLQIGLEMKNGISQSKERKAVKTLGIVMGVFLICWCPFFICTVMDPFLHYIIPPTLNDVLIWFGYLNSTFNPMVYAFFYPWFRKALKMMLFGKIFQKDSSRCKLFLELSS
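System: CHO RD-HGA16 cells carrying human TAAR1 plus Gα16; Incubation: 17-24 h seeding, 75 min 37 °C dye, 30 min RT; Measured by: Fluo-8 fluorescence, 5 s baseline then 140 s kinetic read; Control set: DMSO and PEA EC100; Replication: single well for each compound.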
CHO-K1 Ca antag: nonselective inhibitor or artifact in parental CHO-K1 cells; ATP-induced calcium, Fluo-8 fluorescence; inhibition, % at 3 µM; 0.6% of 360,000 active; AID 602250;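 active means inhibition above a per-plate cutoff, the plate's mean sample inhibition plus 3 SD, cut at about 24% in these data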;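 further: 0% = DMSO plus EC80 ATP and 100% = DMSO alone without ATP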
TAAR1 antagonist: human TAAR1 antagonists, primary screen, Fluo-8 calcium fluorescence, CHO RD-HGA16 cells | Trace amine-associated receptor 1 (Homo sapiens), Q96RJ0 | antagonist | inhibition, % at 3 µM | 1.5% of 360,000 active | AID 624466, 2012;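 active means inhibition above a per-plate cutoff, the mean inhibition of test compounds on that plate plus 3 SD, cut at about 49% in these data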;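 further: 0% = DMSO plus EC80 beta-PEA response and 100% = DMSO alone without agonist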
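Assay system: RD-HGA16 CHO cells with stable hTAAR1 and Gα16 / Reagent: EC80 β-phenethylamine stimulus / Doses: 3 µM, single point / Timing: dye loading 75 min at 37 °C, then 30 min room temperature / Measured by: Fluo-8 intracellular calcium dye fluorescence, real-time kinetic reads / Controls: vehicle wells and EC80 agonist wells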
CHO-K1 Ca ag: counter-screen for M1 agonists: effect in parental CHO-K1 cells; Fluo-8 calcium fluorescence; scaled to maximal ATP response, vehicle zero; activation, % at 3 µM; 0.48% of 360,000 active; AID 602248, 2012; in the data active means activation above about 15%;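 further: untransfected CHO-K1 host cells lacking M1 receptor as counterscreen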
M1 PAM: human M1 muscarinic receptor positive allosteric modulators, primary screen, CHO-K1 cells, Fluo-8 calcium fluorescence, 1536-well. CHO-K1 hM1, ACh EC20; 0% = ACh EC20, 100% = maximal ACh. Muscarinic acetylcholine receptor M1 (Homo sapiens), P11229. 0.088% of 360,000 active. activation, % at 3 µM; in the data active means activation above about 19%, passing the limit was not always enough
Target sequence (P11229 whole entry, looked up): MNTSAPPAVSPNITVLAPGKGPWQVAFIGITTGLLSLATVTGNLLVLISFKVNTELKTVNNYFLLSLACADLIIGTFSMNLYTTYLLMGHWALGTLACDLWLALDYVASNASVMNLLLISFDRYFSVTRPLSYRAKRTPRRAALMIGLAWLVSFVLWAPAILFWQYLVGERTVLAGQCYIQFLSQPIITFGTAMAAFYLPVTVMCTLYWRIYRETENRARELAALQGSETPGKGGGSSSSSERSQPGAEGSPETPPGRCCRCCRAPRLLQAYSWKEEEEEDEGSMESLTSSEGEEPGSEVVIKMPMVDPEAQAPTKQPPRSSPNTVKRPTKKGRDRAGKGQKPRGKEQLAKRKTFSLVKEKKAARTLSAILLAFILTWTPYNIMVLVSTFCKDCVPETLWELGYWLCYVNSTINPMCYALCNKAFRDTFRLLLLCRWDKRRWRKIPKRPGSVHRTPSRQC
CHRM1 agonist: human M1 muscarinic receptor agonists, primary screen, Fluo-8 calcium fluorescence, CHO-K1 cells, HTS; 0.33% of 360,000 active; activation, % at 3 µM; AID 588814, 2011; CHO-K1 hM1, agonist mode; 0% DMSO, 100% acetylcholine EC100;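 active means activation above the run's mean compound activation plus 3 SD, cut at about 16% in these data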;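 further: peak over basal fluorescence ratio within a 140 s kinetic read after compound addition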
CHO-K1 Ca PAM: nonselective calcium activators in parental CHO-K1 cells, primary screen, counter-screen for M1 PAM project, cell-based, Fluo-8 calcium fluorescence, full deck, 1536-well | 0.02% of 360,000 active | activation, % at 3 µM | AID 602247, 2012 | ATP EC20; 0% at ATP EC20, 100% at ATP max;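 active means activation above the run cutoff, the mean activation of all test compounds plus 3 SD, cut at about 40% in these data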;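 further: peak over basal fluorescence ratio in a 140 s read after ATP addition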
M1 antag: human M1 muscarinic receptor antagonists, primary screen, CHO-K1 cells, Fluo-8 calcium fluorescence, 1536-well; Muscarinic acetylcholine receptor M1 (Homo sapiens), P11229; CHO-K1 hM1, ACh EC80 antagonist; inhibition, % at 3 µM; 1.3% of 360,000 active; AID 588852, 2011;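 active means percent inhibition above its own plate's cutoff, namely the mean of that plate's compound wells plus 3 SD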;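 further: peak over basal fluorescence ratio during 140 s after agonist addition; 0% = ACh EC80 plus DMSO and 100% = DMSO alone without agonist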
Numbers without * were called inactive; . = not tested or not shown.

SMILES	CHO parental Ca	TAAR1 ag	CHO-K1 Ca antag	TAAR1 antagonist	CHO-K1 Ca ag	M1 PAM	CHRM1 agonist	CHO-K1 Ca PAM	M1 antag
Cc1ccccc1S(=O)(=O)Cc1ccc(C(=O)NC(C)c2ccccc2)o1 (stereo unspecified)	-14	1	11	5	1.5	13	1	5	-15
Cc1ccc2[nH]c(=O)c(CN(CCCN(C)C)C(=O)Nc3ccc(Cl)cc3)cc2c1	-17	3	-18	6	-0.1	2	-9	5	-3
Cc1cc(C)n(C(=O)CN(C)S(=O)(=O)c2ccc([N+](=O)[O-])cc2)n1	-5	1	12	11	1.4	12	-4	-13	-8
CCc1ccc(OCC(=O)Nc2ncc3c(n2)CC(C)(C)CC3=O)cc1	-18	2	2	7	-0.1	4	-2	-13	-1
CCN(CC)CCC(c1cc(OC)c(OC)c(OC)c1)c1c(O)cc(OC)cc1OC (stereo unspecified)	-16	3	1	10	-0.2	10	-1	-2	-12
CCOc1cc(/C=C(\CC(=O)O)c2nc3ccccc3s2)ccc1OC	-15	0	-7	-20	0.3	11	-4	3	-17
COc1nc(-c2ccccc2)cc(-c2ccc(OC)c(OC)c2)n1	-15	-1	-21	21	1.3	-5	-9	7	-4
CCOCC(=O)N1CCc2ccccc21	-17	3	1	-4	0.4	6	-3	22	-12
CCN1CCN(C(=O)c2ccc3c(c2)N(Cc2ccccc2)C(=O)c2ccccc2S3(=O)=O)CC1	-20	4	-7	-21	0.6	0	-13	21	3
Cc1ccc(C(=O)CCS(=O)(=O)c2ccc(Br)cc2)cc1	-7	1	-1	-15	0.5	4	-1	-6	-7
COc1ccc(Nc2nc(-c3sc(C)nc3C)cs2)cc1	-8	-2	-2	15	1.8	0	-4	6	-5
COc1ccc(C(=O)Nc2nc(CC(=O)NCc3c(F)cccc3F)cs2)cc1	.	13	1	71*	8.3	-7	2	11	0
COc1ccc(CC(=O)Nc2ccncc2Cl)cc1	35*	3	18	-9	11	-4	4	-6	23
O=c1c2ccccc2n(Cc2ccc(Cl)cc2)c(=O)n1Cc1ccco1	-20	0	0	-5	-0.4	-7	-3	-3	15
Cc1ccc(-n2c(Cn3c(C)nc4ccccc43)n[nH]c2=S)cc1	9	4	1	23	1.2	10	-6	15	0

Taken from above, 11 compounds:
SMILES	CHO parental Ca	TAAR1 ag	CHO-K1 Ca antag	TAAR1 antagonist	CHO-K1 Ca ag	M1 PAM	CHRM1 agonist	CHO-K1 Ca PAM	M1 antag
CCN(CC)CCC(c1cc(OC)c(OC)c(OC)c1)c1c(O)cc(OC)cc1OC (stereo unspecified)	-16	3	1	10	-0.2	10	-1	-2	-12
CCOc1cc(/C=C(\CC(=O)O)c2nc3ccccc3s2)ccc1OC	-15	0	-7	-20	0.3	11	-4	3	-17
COc1nc(-c2ccccc2)cc(-c2ccc(OC)c(OC)c2)n1	-15	-1	-21	21	1.3	-5	-9	7	-4
CCOCC(=O)N1CCc2ccccc21	-17	3	1	-4	0.4	6	-3	22	-12
CCN1CCN(C(=O)c2ccc3c(c2)N(Cc2ccccc2)C(=O)c2ccccc2S3(=O)=O)CC1	-20	4	-7	-21	0.6	0	-13	21	3
Cc1ccc(C(=O)CCS(=O)(=O)c2ccc(Br)cc2)cc1	-7	1	-1	-15	0.5	4	-1	-6	-7
COc1ccc(Nc2nc(-c3sc(C)nc3C)cs2)cc1	-8	-2	-2	15	1.8	0	-4	6	-5
COc1ccc(C(=O)Nc2nc(CC(=O)NCc3c(F)cccc3F)cs2)cc1	.	13	1	71*	8.3	-7	2	11	0
COc1ccc(CC(=O)Nc2ccncc2Cl)cc1	35*	3	18	-9	11	-4	4	-6	23
O=c1c2ccccc2n(Cc2ccc(Cl)cc2)c(=O)n1Cc1ccco1	-20	0	0	-5	-0.4	-7	-3	-3	15
Cc1ccc(-n2c(Cn3c(C)nc4ccccc43)n[nH]c2=S)cc1	9	4	1	23	1.2	10	-6	15	0

(next part)
SMILES	CHO parental Ca	TAAR1 ag	CHO-K1 Ca antag	TAAR1 antagonist	CHO-K1 Ca ag	M1 PAM	CHRM1 agonist	CHO-K1 Ca PAM	M1 antag
COc1ccc(CNC(=O)CC2C(=O)NCCN2CC(C)(C)C)c(OC)c1 (stereo unspecified)	-8	1	6	-19	2.3	-2	-5	-1	3
COc1cccc(CNc2nc3cc(-c4ccccc4)sc3c(=O)n2C)c1OC	.	4	-6	34	3.5	-4	-2	11	0
CCN(CC(=O)Nc1c(F)cccc1F)C(=O)CCN1C(=O)c2cccc([N+](=O)[O-])c2C1=O	-3	1	-18	13	0.8	1	-2	2	-1
CCC(C)[C@H]1CN=C(N)N1CCc1cccc(F)c1 (stereo partly specified)	-6	10	-6	-4	-0.3	-6	-15	-11	4
Cc1nn(C)c(C)c1C(C)NC(=O)c1cc(COc2ccc(F)c(F)c2)on1 (stereo unspecified)	-7	2	-17	5	5.8	3	-2	13	-4
Clc1cnc(N/N=C/c2ccncc2)c(Cl)c1	-16	0	-14	-7	0.8	0	-8	15	-3
Cn1c2ccccc2c2c(C(=O)N3CCN(c4ccccn4)CC3)cn(C3CCCC3)c(=O)c21	-22	17	-4	37	3.0	-1	3	17	-22
O=C(CC1NCCNC1=O)OCCCc1ccccc1 (stereo unspecified)	-4	0	-5	7	0.3	10	0	17	-11
O=C(CSc1ccc(-c2ccco2)nn1)NCc1ccc(F)cc1	-5	1	2	-10	0.5	8	-2	12	-4
Cc1cccc(OCCSCc2nc3ccccc3[nH]2)c1	-6	9	-6	-7	4.1	4	-1	14	-6
CCOC(=O)C1CCN(C(=O)Cn2nc(C)n3c(cc4cc(F)ccc43)c2=O)CC1	-23	2	-15	-9	1.0	4	-2	0	-9
Cc1ccc(NC(=O)CCCn2c(=S)[nH]c3ccsc3c2=O)cc1C	-1	-1	-11	-10	0.4	5	-5	16	-8
Fc1ccccc1-c1cc2cc3c(cc2cn1)OCO3	-12	4	-20	3	0.9	-2	0	14	-3
CC1CCCN(S(=O)(=O)c2ccc(C(=O)Nc3nnc(C4=COCCO4)o3)cc2)C1 (stereo unspecified)	-20	1	-3	-30	0.4	9	-2	19	-12
CCCn1c(SCC(=O)N2N=C3/C(=C/c4ccc(OC)cc4)CCCC3C2c2ccc(OC)cc2)n[nH]c1=O (stereo unspecified)	13	49*	10	50*	24*	-1	9	16	21
CC1CCN(C(=O)COC(=O)c2ccc(=O)n(Cc3ccccc3)n2)CC1	-4	1	0	-15	0.8	0	-3	8	-7
COc1cccc(CCNC(=O)c2cc(COc3c(F)cccc3F)on2)c1	1	-1	17	21	0.5	6	-1	-2	-1
COc1ccc(-c2nn(-c3ccccc3)cc2C=O)cc1[N+](=O)[O-]	12	6	2	49*	0.0	5	-3	-5	-5
O=C1OC(CN2CCOCC2)CN1N=Cc1ccc([N+](=O)[O-])o1 (stereo unspecified)	0	1	-4	-22	0.3	5	-1	5	-31
O=C(NCc1ccccc1)c1ccc2nccnc2c1	-1	0	-3	7	1.1	8	-5	23	-9
CCCc1nc2c(ccc3ccccc32)cc1CC	-4	3	-18	-10	1.6	-5	-5	12	-10
Cc1ccc(NC(=O)N2CCCC2C(=O)NCC2CCCCC2)cc1 (stereo unspecified)	3	4	-2	12	0.6	15	-4	-8	-13
Cc1[nH]nc2c1C(c1ccccc1F)CC(=O)N2 (stereo unspecified)	-6	11	-17	-13	0.8	3	-2	9	1
O=C(CN1CCC(O)(c2ccccc2F)CC1)NCCc1c[nH]c2ccccc12	-10	6	-15	8	4.8	2	-5	20	-1
COc1ccc(-c2csc(NS(=O)(=O)c3ccc([N+](=O)[O-])cc3)n2)cc1	-9	0	-6	-10	1.2	-4	-4	-5	10
CC[n+]1c(/C=C/N(C)c2ccccc2)oc2ccc(Cl)cc21	-5	2	-9	-10	0.5	-10	-9	17	16
Clc1cccc(-c2ccc(C=Nc3ccc(N4CCOCC4)cc3)o2)c1Cl	.	10	-15	-9	0.5	3	-5	17	0
COc1ccc(CCNC(=O)c2ccc(CN3CCC(Cc4ccccc4)CC3)cc2)cc1	-9	5	-1	-15	-0.1	-10	-7	12	-1
CC1CCC2(CC1)NC(=O)N(CC(=O)Nc1cccnc1Cl)C2=O (stereo unspecified)	-5	0	-9	-15	-0.3	6	-2	4	-6
COCCNC(=O)C(c1ccc(C)cc1)N(CCOC)C(=O)CCC(=O)Nc1ccccn1 (stereo unspecified)	-8	4	-15	-20	0.6	4	-1	20	-2
CC1(C(=O)NS(=O)(=O)c2ccc(C#N)cc2)CCN1C(=O)Cc1ccc(-c2ccccc2)cc1 (stereo unspecified)	.	6	-11	-11	0.1	4	-4	7	-3
O=C(Nc1cccnc1)c1ccc(Cl)c(S(=O)(=O)N2CCOCC2)c1	1	13	-20	-12	1.5	-2	1	-13	-4
COc1cccc(S(=O)(=O)NCc2ccc(C(=O)NCc3ccco3)cc2)c1	6	1	1	9	0.2	12	-6	11	-10
Cc1cc(NC(=O)C2CCCCC2C(=O)O)no1 (stereo unspecified)	5	9	-7	8	0.1	-1	-3	17	8
NC(=O)c1ncc(C(F)(F)F)cc1Cl	-4	2	-4	18	0.5	5	-10	21	2
COc1cccc(C(=O)Nc2cc(C)c3c(=O)oc4ccccc4c3n2)c1	-18	2	-7	-4	1.0	5	-2	15	-9
CCCNC(=O)Cn1c(=O)/c(=C\c2ccc(-c3ccc([N+](=O)[O-])cc3)o2)s/c1=C\C(=O)C(C)(C)C	59*	.	23	.	23*	-9	22*	7	37*
COc1ccc(CCNC(=O)CSc2nc3[nH]ncc3c(=O)n2-c2ccccc2OC)cc1OC	-7	-1	-12	8	0.8	1	13	24	-4
